# Bioassay records deposited in PubChem by Sanford-Burnham Center for Chemical Genomics.
# APJ antag = antagonists of human apelin receptor APJ, primary screen, CHO-K1 cells, beta-arrestin complementation, luminescence; inhibition, % at 20 µM; P35414; AID 2521, 2010; 330,000 tested, 0.32% active;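 active = inhibition above about 40% at 20 µM, limit read from the data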;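 note: cells challenged with 10 nM apelin-13 agonist together with compound; plate controls were apelin-13 plus DMSO wells for no effect and DMSO wells lacking apelin-13 for full effect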
# Target sequence (P35414 whole entry, looked up): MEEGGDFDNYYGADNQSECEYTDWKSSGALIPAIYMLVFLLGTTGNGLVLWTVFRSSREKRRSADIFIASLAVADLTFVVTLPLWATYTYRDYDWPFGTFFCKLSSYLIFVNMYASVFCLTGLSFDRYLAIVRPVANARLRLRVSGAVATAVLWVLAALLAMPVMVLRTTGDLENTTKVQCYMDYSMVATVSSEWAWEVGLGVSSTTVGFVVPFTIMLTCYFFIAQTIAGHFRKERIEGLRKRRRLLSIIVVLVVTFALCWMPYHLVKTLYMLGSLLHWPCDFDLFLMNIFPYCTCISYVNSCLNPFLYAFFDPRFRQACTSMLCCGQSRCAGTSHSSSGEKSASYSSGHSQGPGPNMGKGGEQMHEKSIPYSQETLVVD
# UPR CHOP act = activators of apoptotic CHOP UPR arm, primary screen, cell-based, CHO-CHOP luciferase reporter, luminescence, uHTS | 330,000 tested, 0.34% active | AID 449763, 2010 | UPR activation; percent of tunicamycin response over DMSO baseline | activation, % at 10 µM;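 active = at 10 µM dose, activation of 40% or more, normalized to positive control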;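 note: 100% = tunicamycin at 10 µg/mL and 0% = DMSO alone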
#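 measured by = luciferase luminescence | assay system = CHO-CHOP cells, stable luciferase reporter of PERK-eIF2a-CHOP signalling | amount = 500 reporter cells seeded per well | timing = 6 h compound exposure at 37 °C after overnight seeding | controls = positive tunicamycin 10 µg/mL, negative DMSO alone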
# tim23-1 inh = growth inhibitors of tim23-1 mutant yeast, primary screen, luminescence, uHTS | S. cerevisiae tim23-1 growth, BacTiter-Glo luminescence, 24 h | inhibition, % at 20 µM | 330,000 tested, 1.3% active;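 active = growth inhibition of the mutant yeast at or above 50%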;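 note: temperature-sensitive mutant grown at 25 °C; plate controls were DMSO-treated mutant yeast for no effect and medium wells lacking yeast for full effect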
# Mdm2-MdmX inh = inhibitors of human Mdm2-MdmX association, primary screen, cell-based, luminescence, split luciferase, SaOS-2, uHTS | Protein Mdm4 (Homo sapiens) + E3 ubiquitin-protein ligase Mdm2 (Homo sapiens), … | AID 485346, 2010 | inhibition, % at 8 µM | 330,000 tested, 3% active | SaOS-2 split-luciferase Mdm2/MdmX complementation;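 active = inhibition of at least 50% at 8 µM in the primary screen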
# Jurkat NFkB inh = inhibitors of induced NF-kB luciferase reporter, primary screen, TCR NF-kB activation inhibitor project, cell-based, luminescence, uHTS. Jurkat, PMA/ionomycin-induced NF-kB luciferase reporter. inhibition, % at 4 µM. 330,000 tested, 0.53% active; in the data active = inhibition above about 50%
# APJ ag = agonists of human apelin receptor APJ, primary screen, CHO-K1 cells, PathHunter beta-arrestin, luminescence | P35414 | 0% DMSO wells, 100% apelin | activation, % at 20 µM | 330,000 tested, 0.11% active;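 active = activation more than six SD over the plate average, tested at 20 µM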;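 note: 0% = DMSO alone and 100% = apelin-13 at 10 nM; some results filed as inactive read as strong as hits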
#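 Assay system: CHO-K1 cells stably expressing ProLink-tagged human APJ and arrestin–beta-gal acceptor. Compound dosing: 20 µM single point, 1% DMSO. Times: 16-18 h seeding, 90 min dark compound exposure, 60 min detection. Detection: beta-gal luminescence. Evaluation: APJ–arrestin association signal. Controls: negative DMSO alone, positive Apelin-13 at 10 nM.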
# 697 NFkB inh = inhibitors of PMA/ionomycin-induced NF-kB reporter, 697 cells, primary screen, B-cell NF-kB inhibitor project, cell-based, luminescence, uHTS; 697 B-cell NF-kB luciferase reporter, 16 h; inhibition, % at 4 µM; 330,000 tested, 0.33% active; AID 435022, 2010; in the data active = inhibition above about 35%
# XBP1 UPR activ = activators of adaptive XBP1 UPR arm, primary screen, cell-based, CHO-XBP1 luciferase reporter, luminescence, uHTS; IRE1-XBP1 UPR activation; percent of tunicamycin response, DMSO as zero; activation, % at 20 µM; 330,000 tested, 0.33% active; AID 463104, 2010;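 active = versus positive control, 20 µM dose yields 30% or more activation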;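 note: 100% = tunicamycin at 10 µg/mL and 0% = DMSO only wells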
#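 Material: IRE1-XBP1 luciferase reporter CHO line / Quantity: one thousand reporter cells per well / Buffer or medium: F12 with 10% serum / Compound: 20 µM single concentration, DMSO 1% / Times: 6 h treatment, 37 °C / Detection: Steady-Glo luciferase glow luminescence, 10 min after reagent addition / Benchmarks: tunicamycin high, DMSO low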
# The depositor's hits bear a star.
SMILES,APJ antag,UPR CHOP act,tim23-1 inh,Mdm2-MdmX inh,Jurkat NFkB inh,APJ ag,697 NFkB inh,XBP1 UPR activ
O=C(Cc1cccc([N+](=O)[O-])c1)Nc1ccc(C(=O)N2CCOCC2)cc1,2,0.9,1,18,7,-2,14,0
CCOc1ccc(OCC)c(NC(=O)CSc2nnc(-c3cccnc3)o2)c1,17,-1.2,21,-2,-10,-2,10,-1
CC(C)Sc1nc2c(c(=O)n(C)c(=O)n2C)n1Cc1ccc(Cl)cc1,12,0.1,23,6,14,-2,7,-6
Cc1ccc(C2CC(c3cccs3)=NN2C(=O)c2ccc(Br)o2)cc1 (configuration not stated),5,0.6,34,25,-1,2,-5,5
O=C(CN1C(=O)C2C3C=CC(C3)C2C1=O)NCc1ccco1 (configuration not stated),17,-0.6,0,18,-1,-1,0,-4
CN(C)c1cc(NC(=O)CN2CCCC2)c2ccccc2n1,10,1.3,0,-24,-15,0,-5,0
N#Cc1ccccc1NC(=S)Nc1ccc(F)cc1,5,-0.8,2,12,24,-3,11,-3
CCOc1ccccc1C1CC(=O)NC2=C1C(=O)CC(C)(C)C2 (configuration not stated),-12,-1.0,-2,22,8,-4,-12,-4
CC1Sc2ccc(S(=O)(=O)N3CCC(C(=O)Nc4ccc(Cl)cc4)CC3)cc2NC1=O (configuration not stated),-10,4.1,7,39,30,0,-17,1
COc1ccc(CCNC(=O)c2cc3ccccc3oc2=O)cc1,7,1.7,7,3,-5,4,12,-1
CCOc1ccccc1NC1c2ccccc2C(=O)N1c1ccc(C)cn1 (configuration not stated),-12,1.2,41,2,-12,-2,-43,-1
O=C1COc2ccc(C(=O)c3ccccc3)cc2CN1,14,2.2,19,-9,2,-3,-3,0
Cc1ccc(C(=O)N/C(=C\c2ccco2)C(=O)NCCCn2ccnc2)cc1,9,-0.9,4,-7,-27,-2,-5,-2
CN1C(=S)SC(N(O)C(=O)Nc2cccc3ccccc23)C1(C)C (configuration not stated),-43,-0.2,17,11,18,6,4,0
CCOc1ccc(C2C=C(c3ccc(F)cc3)Nc3ncnn32)cc1 (configuration not stated),-15,-1.7,24,26,0,-2,5,0
Cc1cccc(-c2nc(CS(=O)CC(=O)NCCc3ccccc3)c(C)o2)c1 (configuration not stated),2,0.7,18,12,11,4,-1,-2
Cc1[nH]n(-c2ccccc2)c(=O)c1/C=N/N1CCOCC1,-10,1.6,11,-7,-5,-7,-4,-1
CN(C)C(CNC(=O)c1ccc(NS(=O)(=O)c2ccc(F)cc2)cc1)c1ccco1 (configuration not stated),17,-1.2,-9,22,4,-5,15,0
O=C1c2ccccc2C(Nc2cccnc2)N1Cc1ccc2c(c1)OCO2 (configuration not stated),8,-0.1,1,13,11,-5,-6,2
Cc1ccc(C)c(NC(=O)c2cc(S(=O)(=O)N3CCCCC3)ccc2N2CCOCC2)c1,11,0.1,1,7,-7,-1,8,-1
CN(C)CCSc1nc(O)c(-c2ccccc2)c(=O)n1-c1ccccc1,-16,-0.1,5,24,-2,0,4,-5
O=C(NCCCn1ccnc1)c1cc2cc([N+](=O)[O-])ccc2oc1=O,10,1.3,17,-22,30,-1,-56,-2
O=C(N/N=C/c1cccc(Oc2ccccc2)c1)c1ccccc1F,-33,5.3,50*,26,-2,4,-83,-1
O=C(Cn1cnc2cc([N+](=O)[O-])ccc2c1=O)Nc1cccc(S(=O)(=O)N2CCOCC2)c1,-59,0.7,-2,61*,9,4,4,-3
COc1cccc(-c2cc(C(F)(F)F)c(C#N)c(=O)[nH]2)c1,-4,-1.6,11,2,-7,-1,5,0
COc1cc2c(cc1OC)CN(C(=O)CCC(=O)c1ccc(F)cc1)CC2,-8,1.6,15,30,-5,-3,3,-4
NS(=O)(=O)c1ccc(NC(=O)COC(=O)CCc2ccc(S(=O)(=O)N3CCOCC3)cc2)cc1,-7,-0.4,8,-1,3,-1,5,-3
CCCCN(C(=O)CCCc1nc2ccccc2c(=O)[nH]1)c1c(N)n(CCCC)c(=O)[nH]c1=O,14,2.4,-1,-1,-3,-5,3,0
CCCOC(=O)C1=C(C)NC2=C(C(=O)CCC2)C1c1ccc(N(C)C)cc1 (configuration not stated),10,0.7,-6,18,-2,1,10,1
Cc1ccc(S(=O)(=O)Nc2ccccc2-c2nc3ccccc3[nH]c2=O)cc1,3,1.1,20,28,-4,-3,-1,-2

# Some entries already given, showing only tim23-1 inh, APJ ag and UPR CHOP act.
compound | tim23-1 inh | APJ ag | UPR CHOP act
COc1cc2c(cc1OC)CN(C(=O)CCC(=O)c1ccc(F)cc1)CC2 | 15 | -3 | 1.6
NS(=O)(=O)c1ccc(NC(=O)COC(=O)CCc2ccc(S(=O)(=O)N3CCOCC3)cc2)cc1 | 8 | -1 | -0.4
CCCCN(C(=O)CCCc1nc2ccccc2c(=O)[nH]1)c1c(N)n(CCCC)c(=O)[nH]c1=O | -1 | -5 | 2.4

# (cont.)
SMILES,APJ antag,UPR CHOP act,tim23-1 inh,Mdm2-MdmX inh,Jurkat NFkB inh,APJ ag,697 NFkB inh,XBP1 UPR activ
Cc1ccccc1N1CCN(c2ncnc3scc(-c4cccs4)c23)CC1,4,-1.4,13,-8,6,-4,-12,3
COc1ccc(-c2coc3cc(OC(C)=O)c(OC)cc3c2=O)cc1,-6,2.4,53*,-2,-21,-5,-44,2
COc1ccc(CNC(=O)c2ccc(N(C)S(=O)(=O)c3ccc(C)cc3)cc2)cc1,-33,-0.6,18,-1,-7,-2,5,-2
COc1ccc(C(=O)N/C(=C\c2cn(S(=O)(=O)N(C)C)c3ccccc23)C(=O)NCCN2CCOCC2)cc1OC,20,0.7,7,6,-1,-3,5,-2
CC1CCc2c(sc3nc(CSc4nnnn4C)[nH]c(=O)c23)C1 (configuration not stated),13,2.6,33,-34,-5,0,-20,2
O=C(CSc1nc2ccccc2c(=O)n1-c1ccccc1)c1c[nH]c2ccccc12,-4,-2.9,-6,3,14,-3,23,0
Cc1cc(F)ccc1S(=O)(=O)N1CCCOC1CNC(=O)C(=O)NC1CCCCC1 (configuration not stated),-7,1.1,-5,11,-2,-3,-13,-5
O=C1C2C3C=CC(CO)(O3)C2C(=O)N1c1ccc(-c2ccccc2)cc1 (configuration not stated),3,8.1,43,37,-5,3,-9,0
CC(C)C(=O)Nc1cccc(NC(=O)c2ccc([N+](=O)[O-])cc2Cl)c1,-48,0.6,24,17,-5,5,17,-2
CC(=O)c1ccc(N2CCN(C(=O)/C=C/c3ccc(S(=O)(=O)N4CCOCC4)cc3)CC2)cc1,-1,-2.1,17,-7,-2,3,-24,0

# Three of the entries above in order of the XBP1 UPR activ value, falling:
SMILES,APJ antag,Mdm2-MdmX inh,Jurkat NFkB inh,697 NFkB inh,XBP1 UPR activ
O=C(CSc1nc2ccccc2c(=O)n1-c1ccccc1)c1c[nH]c2ccccc12,-4,3,14,23,0
COc1ccc(CNC(=O)c2ccc(N(C)S(=O)(=O)c3ccc(C)cc3)cc2)cc1,-33,-1,-7,5,-2
Cc1cc(F)ccc1S(=O)(=O)N1CCCOC1CNC(=O)C(=O)NC1CCCCC1 (configuration not stated),-7,11,-2,-13,-5

# (cont.)
SMILES,APJ antag,UPR CHOP act,tim23-1 inh,Mdm2-MdmX inh,Jurkat NFkB inh,APJ ag,697 NFkB inh,XBP1 UPR activ
CC1CCc2c(nc3ncnn3c2NCCN(C)C)C1 (configuration not stated),-8,0.0,3,25,-4,0,1,-1
CN(C(=O)COC(=O)c1cc[n+]([O-])cc1)c1ccccc1,8,1.1,8,0,-4,0,-7,2
CC1CC(=O)C2=C(C1)OC(N)=C(C#N)C2c1coc2ccccc2c1=O (configuration not stated),7,0.4,5,21,2,-2,20,1
Cc1ccccc1C(=O)NC(=S)Nc1ccccc1C(=O)O,7,-0.8,18,-37,-6,-1,-6,1
Cc1cc(=O)oc2cc(OCC(=O)NC3CC(C)(C)NC(C)(C)C3)ccc12,9,3.9,1,6,-8,-6,3,-2
Cc1cnc(C(=O)OCC(=O)N2C(C)CCCC2C)cn1 (configuration not stated),2,0.0,-5,-9,12,-2,15,0
O=C(CSc1nnc(-c2ccccc2Br)o1)Nc1cccc2ccccc12,-16,2.0,-5,0,-24,-1,1,2
CC(OC(=O)Cc1coc2cc3c(cc12)CCC3)C(=O)NCc1ccc2c(c1)OCO2 (configuration not stated),4,-1.4,17,13,10,0,12,-3
CC(C)=CC(=O)OCC(=O)Nc1ccc(Cl)cc1,10,-0.5,10,-44,5,-3,22,1
O=C(Nc1ccc2oc(-c3cccnc3)nc2c1)c1cc2ccccc2o1,4,-1.2,-21,-5,17,-1,-24,0
Cc1ccccc1-c1nnc(CN2CCN(C(=O)c3ccco3)CC2)o1,-3,1.1,9,11,0,-2,5,-4
COc1cccc(/C=N/N2CCN(C3c4ccccc4-c4ccccc43)CC2)c1O,-12,-0.1,22,2,-4,-2,-9,-4
Cc1onc(-c2c(Cl)cccc2Cl)c1C(=O)N1CCc2ccccc21,-18,1.8,30,8,-6,-3,-1,2
CCCOCC(O)CC(CC)C(=O)NNC(=S)Nc1ccccc1 (configuration not stated),18,1.9,-1,-13,-11,-4,-2,-3
COc1ccccc1N1CCN(C(=O)NCc2ccc(Cl)cc2)CC1,-3,1.9,17,24,20,-3,-2,-1
Cc1ccc(S(=O)(=O)CCc2nnc(N)s2)cc1,3,-1.1,-5,6,6,-6,2,-1
COc1ccc(-n2c(N)c(C(=O)Nc3c(C)n(C)n(-c4ccccc4)c3=O)c3nc4ccccc4nc32)cc1,9,1.0,15,33,13,0,15,-2
Cc1nnc(SCC(=O)Nc2nccs2)n1N,10,0.8,1,0,6,-3,11,2
Nc1nnnn1/N=C/c1ccco1,14,-1.6,-15,24,0,-2,5,4
O=C(Nc1cccc(Cl)c1N1CCCC1)c1ccc(Br)o1,6,-0.2,12,-4,-20,-4,-4,4
CC(=O)Nc1ccc(NC(=O)c2cc(-c3ccccc3)nc3ccccc23)cc1,3,4.2,16,13,-3,2,6,-1
COc1ccc(CN(C)C(C)C(=O)NC2CCCc3ccccc32)cc1 (configuration not stated),3,1.4,24,16,-6,-3,2,1
CN(c1ccccc1)S(=O)(=O)c1cccc(C(=O)OCC(=O)Nc2ccc(C(N)=O)cc2)c1,-11,-2.3,14,25,-9,-1,-11,-3
COCCNC(=O)c1onc(CSc2ccc(F)cc2)c1C(=O)NCCOC,-19,-0.5,-4,-7,-1,4,-2,-2
Cc1noc(C)c1COc1ccccc1C(=O)N1CCN(S(=O)(=O)c2cccc(Cl)c2)CC1,0,1.5,17,7,12,-2,-16,1
COc1ccc(S(=O)(=O)NCc2ccccc2)cc1Br,-19,-0.3,17,18,-13,-1,9,-4
CC(C)C[C@@H](CO)NC(=O)CC[C@H](NC(=O)OC(C)(C)C)C(=O)N(Cc1ccccc1)Cc1ccccc1,-5,-1.0,-4,-20,-2,-4,-9,0
O=C(O)CC(C(=O)Nc1ccc(F)cc1)C1CCCO1 (configuration not stated),7,-0.1,1,-4,6,-5,-6,-2
O=C(NC1CCCc2c1cnn2-c1cc(F)cc(F)c1)c1ccncc1 (configuration not stated),4,-1.9,5,0,2,0,-5,-3
COc1ccc(CCNc2nc(Cl)nc(NC(C)(C)CO)n2)cc1OC,9,0.7,16,17,-10,-3,8,-1
